# ALOX12 inh = Primary qHTS assay for inhibitors of human arachidonate 12S-lipoxygenase (ALOX12): Round 2 | Potency, µM (highest dose often 108 µM), for the others: at the top dose activity change, negative = inhibition, usual class: inhibitors | purified 12hLO, xylenol orange hydroperoxide absorbance | actives 1.1% (n = 580,000) | Polyunsaturated fatty acid lipoxygenase ALOX12 (Homo sapiens), P18054; also: % is scaled to controls: 0 for no effect and ±100 for the full control effect
#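 Hydroperoxide product was detected by ferrous iron/xylenol orange as the 573 to 405 nm absorbance ratio. Arachidonic acid at 40 uM (final) was turned over for 30 min at room temperature by 150 nM human 12hLO, pH 7.0 Hepes buffer, after 15 min compound preincubation.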
# RGS4 inhibitor = Inhibitors of Regulator of G Protein Signaling (RGS) 4: qHTS; Transcreener GDP fluorescence polarization, RGS4-accelerated GTP hydrolysis; Potency, µM (top dose mostly 114 µM), inactives show at the top dose activity change, negative = inhibition, hits mostly inhibitors; actives 0.039% (n = 390,000); Regulator of G-protein signaling 4 (Homo sapiens), P49798; also: % is scaled to controls: 0 for no effect and ±100 for the full control effect; nearly all actives have a fitted effect of over 75% in size; some results filed as inactive show a strong effect at the top dose
# Target sequence (P49798 whole entry, looked up): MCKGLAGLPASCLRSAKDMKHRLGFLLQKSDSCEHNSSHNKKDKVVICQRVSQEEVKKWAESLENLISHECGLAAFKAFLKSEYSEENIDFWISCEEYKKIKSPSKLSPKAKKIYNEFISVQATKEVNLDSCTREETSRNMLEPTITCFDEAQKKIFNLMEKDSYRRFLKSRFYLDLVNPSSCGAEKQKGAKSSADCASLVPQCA
#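 MLSMR compounds (23 nl, pin-transferred) preincubated 10 min at room temperature with a 500nM (2x) first reagent, then RGS4 at 900nM (2x) plus Transcreener GDP mix added; fluorescence polarization (620/688 nm) read before and after 90 min at 30 °C.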
# IDH1 R132H inh = qHTS for Inhibitors of mutant isocitrate dehydrogenase 1 (IDH1): qHTS; Isocitrate dehydrogenase [NADP] cytoplasmic (Homo sapiens), O75874; IDH1-R132H enzyme, NADPH consumption, diaphorase/resazurin fluorescence; Potency, µM (highest dose often 76.6 µM), without a hit: at the top dose activity change, negative = inhibition, usual class: inhibitors; actives 0.093% (n = 390,000); AID 602179, 2012; also: % is scaled to controls: 0 for no effect and ±100 for the full control effect; nearly all actives have a fitted effect of over 65% in size
# Target sequence (O75874 whole entry R132H, stated change not applied): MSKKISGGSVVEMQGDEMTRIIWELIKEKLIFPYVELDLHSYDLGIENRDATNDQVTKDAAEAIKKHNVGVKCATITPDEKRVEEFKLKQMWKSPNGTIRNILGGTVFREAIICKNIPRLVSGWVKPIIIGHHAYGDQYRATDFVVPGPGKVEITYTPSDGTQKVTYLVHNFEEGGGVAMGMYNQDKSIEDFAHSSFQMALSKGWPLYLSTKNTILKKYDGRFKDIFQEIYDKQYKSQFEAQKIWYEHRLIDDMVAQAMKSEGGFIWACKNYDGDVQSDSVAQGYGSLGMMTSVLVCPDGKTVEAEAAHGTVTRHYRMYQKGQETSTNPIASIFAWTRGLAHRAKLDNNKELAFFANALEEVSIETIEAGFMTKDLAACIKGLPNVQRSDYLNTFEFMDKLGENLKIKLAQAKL
#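 IDH1-R132H (0.5 ug/mL dispensed) in pH 7.5 Tris buffer was preincubated 30 min with compound, then given a substrate mix of 0.016 mM NADPH and 2 mM alpha-KG for 80 min at room temperature; remaining NADPH was read by diaphorase/resazurin fluorescence.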
# RXFP1 ag = qHTS Assay for Agonists of the Relaxin Receptor RXFP1; AID 2676, 2010; HEK293T-RXFP1 cAMP TR-FRET, 30 min; response scale: percent of porcine relaxin response, buffer zero; Relaxin receptor 1 (Homo sapiens), Q9HBX9; actives 0.3% (n = 370,000); Potency, µM (series often up to 57.5 µM), inactives show top-dose activation, most hits filed as activators; also: % is scaled to controls: 0 for no effect and ±100 for the full control effect; nearly all actives have a fitted effect of over 60% in size; many of its hits are not listed in these tables
#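 cAMP rise read by TR-FRET after 30 min, 37C compound exposure (up to 58 uM) in RXFP1-transfected HEK293 cells with Ro 20174 present. EC50 from Hill-equation fits, with 29 nM porcine relaxin as 100% and buffer as basal.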
# TrxR1 substrate = qHTS Assay for Substrates of Mammalian Selenoprotein Thioredoxin Reductase 1 (TrxR1): qHTS; AID 588456, 2011; Thioredoxin reductase 1, cytoplasmic (Rattus norvegicus), O89049; Potency, µM (doses to about 114 µM), for the others: at the highest dose activity change, negative = substrate turnover; purified TrxR1 substrate turnover, NADPH consumption readout; actives 0.01% (n = 390,000); also: % is scaled to controls: 0 for no effect and ±100 for the full control effect; nearly all actives have a fitted effect of over 50% in size
#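 Rat TrxR1, dispensed at 90 nM, was prereduced with 400 uM NADPH (final) for 5 min at ~22 deg C, then incubated with compound 15 min before 400 uM selenite. A first-read NADPH fluorescence drop versus no-compound background flagged substrates.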
# Vif-A3F inh = qHTS for Inhibitors of Vif-A3F Interactions: qHTS; HeLa A3F-eYFP + Vif (tagged APOBEC3F with the HIV-1 protein that degrades it), YFP fluorescence increase; Potency, µM (top dose mostly 46.1 µM), for the others: at the highest dose activity, negative = active; actives 0.2% (n = 390,000); AID 602313, 2012; also: % of control where 0% means no effect; nearly all actives have a fitted effect of over 65% in size
#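 Fluorescence increase (Ex 488/Em 500-530) after overnight compound treatment at 37 deg C flags inhibition of Vif-driven A3F-eYFP loss in stable HeLa A3F-eYFP/Vif cells seeded overnight beforehand.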
# USP1 inh = Inhibitors of USP1/UAF1: Primary Screen | Ubiquitin carboxyl-terminal hydrolase 1 (Homo sapiens), O94782 | recombinant USP1/UAF1, Ub-Rhodamine cleavage fluorescence | Potency, µM (doses to about 57.1 µM), inactives show at the top dose activity change, negative = inhibition, hits mostly inhibitors | actives 0.23% (n = 390,000); also: % is scaled to controls: 0 for no effect and ±100 for the full control effect; nearly all actives have a fitted effect of over 60% in size; inactives centre near -12
#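 High-throughput fluorogenic screen: 1nM USP1/UAF1 complex, Ub-Rho substrate 150nM final, 50mM HEPES pH 7.8 with 0.5mM EDTA, 0.1 mg/ml BSA, 1mM TCEP and 0.01% Tween-20.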
# Vif-A3G inh = qHTS for Inhibitors of Vif-A3G Interactions: qHTS; actives 0.076% (n = 410,000); HeLa A3G-eYFP + Vif (tagged APOBEC3G with the HIV-1 protein that degrades it), YFP fluorescence, overnight; AID 602310, 2012; Potency, µM (titrated, usually from 46.1 µM), inactives show at the top dose activity, negative = active, actives largely listed as inhibitors; DNA dC->dU-editing enzyme APOBEC-3G (Homo sapiens), Q9HC16;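 also: % is scaled to controls: 0 for no effect and ±100 for the full control effect; nearly all actives have a fitted effect of over 60% in size; hits raise eYFP signal because A3G escapes Vif-driven loss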
# Target sequence (Q9HC16 whole entry, looked up): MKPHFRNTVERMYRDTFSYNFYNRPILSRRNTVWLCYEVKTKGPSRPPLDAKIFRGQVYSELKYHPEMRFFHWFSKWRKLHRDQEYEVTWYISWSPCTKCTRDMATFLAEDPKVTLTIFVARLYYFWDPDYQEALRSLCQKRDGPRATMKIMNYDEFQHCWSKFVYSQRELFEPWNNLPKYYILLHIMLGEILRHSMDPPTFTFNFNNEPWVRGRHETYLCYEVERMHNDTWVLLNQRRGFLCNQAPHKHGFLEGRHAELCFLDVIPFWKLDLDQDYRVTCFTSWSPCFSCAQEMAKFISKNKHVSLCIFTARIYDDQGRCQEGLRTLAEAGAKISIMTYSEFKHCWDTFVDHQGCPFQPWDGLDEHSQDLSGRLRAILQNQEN
#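 HeLa cells stably expressing Vif and C-terminally eYFP-tagged A3G, seeded overnight at 37 deg C, then exposed to compound by pintool overnight at 37 deg C. Rise in yellow fluorescence (Ex 488/Em 500-530, Acumen) marks blocked Vif-driven A3G degradation.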
# TrxR1 inh = qHTS Assay for Inhibitors of Mammalian Selenoprotein Thioredoxin Reductase 1 (TrxR1): qHTS; recombinant rTrxR1, NADPH fluorescence consumption, selenite substrate; Potency, µM (top dose mostly 114 µM), inactives show top-dose activity change, negative = inhibition, hits mostly inhibitors; actives 1% (n = 390,000); also: % is scaled to controls: 0 for no effect and ±100 for the full control effect; nearly all actives have a fitted effect of over 65% in size
#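 Rat TrxR1 (90 nM in the dispensed reagent) was pre-reduced with 400 uM NADPH for 5 min at room temperature, then incubated with compound for 15 min. After 400 uM selenite was added, NADPH fluorescence (Ex 340/Em 450 nm) was followed for 8 min.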
# An asterisk follows results filed as active; i = inactive; ? = inconclusive; / = not tested or not shown; [ ] = another dose, or the depositor's remark. Calls follow the shape of the dose curve; as a rule, active = well fitted curve in the direction sought with a large enough effect; inconclusive = small, poorly fitted or top-dose-only effect, or another doubt; inactive = no such curve, though single readings can be large; an effect the other way counts as inactive or inconclusive. Potency is read from the fitted curve at half-maximal effect. Not all compounds are listed (hit frequency here may not be typical).
SMILES,ALOX12 inh,RGS4 inhibitor,IDH1 R132H inh,RXFP1 ag,TrxR1 substrate,Vif-A3F inh,USP1 inh,Vif-A3G inh,TrxR1 inh
O=C1CC(c2ccccc2)C(=O)N1c1cccc(O)c1 (stereo not given),19.7%,29.3%,0.6%,0.0%,9.9%[57.1 µM],2.3%,-18.7%,-0.4%,-2.4%
O=C1[C@@H]2Cc3c([nH]c4ccccc34)CN2C(=O)CN1CCCCCO,0.9%,5.1%,11.6%,-0.6%,0.3%,-26.0%,-5.5%,-5.8%,4.7%
Cc1ccc(NS(=O)(=O)c2ccc3[nH]c4c(c3c2)CCCCC4)cc1,?,-25.6%,?,-0.1%,6.0%,1.0%,-15.6%,-7.2%,22.7%
CNC(C)c1cc(OC)ccc1OC (stereo not given),3.8%,27.9%,7.6%,1.0%,9.6%,-3.0%,-10.2%,-0.1%,-0.5%
COC(=O)c1ccccc1NC(=O)c1nc2nc(C)cc(C)n2n1,-26.2%,-8.1%,3.1%,2.3%,9.0%[57.1 µM],7.4%,2.7%,-1.0%,13.0%[57.1 µM]
Cc1c(CCO)c(=O)n2n1CCCC2,-0.4%,-13.7%,3.2%,/,-2.1%[11.4 µM],9.9%,-13.5%,-5.5%,-4.7%[11.4 µM]
CCN(CC)c1nc(-c2ccccc2)cc(C(F)(F)F)c1C#N,-18.5%,21.8%,2.5%,2.8%,45.0%[activator][57.1 µM],-2.0%,-23.5%,-7.7%,69.5%[activator][57.1 µM]
O=C(NCc1ccccc1Cl)C1CCN(S(=O)(=O)c2cccs2)CC1,1.8%,-12.0%,2.1%,-0.8%,-4.9%,-22.5%,?,-0.5%,8.0%
O=C(Nc1ccccc1C(=O)O)/C(=C/c1ccc(Cl)cc1Cl)NC(=O)c1ccco1,-3.2%,11.9%,21.2%,0.1%,-12.2%,-12.2%,2.4%,-0.2%,-3.6%
O=C(CN1CCNCC1)NCCSc1ccc(Cl)cc1,-5.3%,1.9%,-4.0%,3.2%,-4.4%,-27.0%,-3.7%,-5.4%,-13.5%
CC(C)Nc1ccc(C(CC(N)=O)NC(=O)Cc2ccc(Br)cc2)cc1[N+](=O)[O-] (stereo not given),2.2%,-16.9%,-4.5%,0.5%,-3.0%,-17.5%,?,-9.9%,8.7%
O=C(c1ccccc1S(=O)(=O)NCc1ccccc1)N1CCCCC1,24.1%,3.0%,-9.9%,0.5%,-5.7%,-0.3%,-4.0%,1.3%,-6.2%
N#Cc1ccccc1Sc1ccccc1C(=O)OCC(=O)N1CCN(C(=O)c2ccco2)CC1,-22.0%,2.8%,3.7%,1.7%,-3.7%,/,-17.1%,2.8%,-10.0%
Cc1ccc(OCC(=O)N/N=C/c2ccncc2)cc1,i,2.5%,3.0%,1.0%,-0.1%,-7.5%,-16.2%,2.7%,3.4%
Nc1nonc1N/N=C\c1ccccc1,353.2%[activator],-2.6%,16.8%,-0.6%,7.4%[57.1 µM],-19.1%,-2.3%,-0.2%,14.4%[57.1 µM]
Cc1cccc(OCc2nnc(SCC(=O)Nc3ccc(C)cc3C)o2)c1,35.5µM*,12.7%,-18.9%,4.5%,-5.9%,-6.3%,-12.6%,-1.4%,-6.7%
COc1ccc2nc(NC(=O)C3CCN(C(=O)c4ccco4)CC3)sc2c1,?,28.1%,7.5%,5.2%,7.4%,1.0%,-22.8%,-0.2%,21.1%
Cc1ccc(Sc2ncccc2N)cc1,0.0%,?,13.5%,/,2.4%[11.4 µM],5.4%,-11.7%,-1.1%,-3.8%[11.4 µM]
Cc1cc2c(NC(=O)Nc3ccccc3)cccc2nn1,34.6%[activator],-5.1%,1.7%,4.3%,1.3%,-5.0%,-22.2%,-0.4%,20.1%
O=C(NCc1ccncc1)C1CCN(S(=O)(=O)c2ccc(F)cc2)CC1,15.0%,4.3%,2.0%,-2.0%,4.5%,16.0%,-9.9%,-0.6%,13.4%

# Of the compounds above, two contain an aryl methoxy group:
SMILES,ALOX12 inh,RGS4 inhibitor,IDH1 R132H inh,RXFP1 ag,TrxR1 substrate,Vif-A3F inh,USP1 inh,Vif-A3G inh,TrxR1 inh
CNC(C)c1cc(OC)ccc1OC (stereo not given),3.8%,27.9%,7.6%,1.0%,9.6%,-3.0%,-10.2%,-0.1%,-0.5%
COc1ccc2nc(NC(=O)C3CCN(C(=O)c4ccco4)CC3)sc2c1,?,28.1%,7.5%,5.2%,7.4%,1.0%,-22.8%,-0.2%,21.1%

# The listing picks up, starting two compounds before the break.
SMILES,ALOX12 inh,RGS4 inhibitor,IDH1 R132H inh,RXFP1 ag,TrxR1 substrate,Vif-A3F inh,USP1 inh,Vif-A3G inh,TrxR1 inh
Cc1cc2c(NC(=O)Nc3ccccc3)cccc2nn1,34.6%[activator],-5.1%,1.7%,4.3%,1.3%,-5.0%,-22.2%,-0.4%,20.1%
O=C(NCc1ccncc1)C1CCN(S(=O)(=O)c2ccc(F)cc2)CC1,15.0%,4.3%,2.0%,-2.0%,4.5%,16.0%,-9.9%,-0.6%,13.4%
NC1CCN(c2cccc(Cl)n2)CC1,11.6%,22.3%[56.9 µM],/,/,11.8%[57.1 µM],/,/,/,15.4%[57.1 µM]
Cc1onc(-c2ccccc2Cl)c1C(=O)OCC(=O)Nc1cccc(S(=O)(=O)N(C)C)c1,-23.6%,8.3%,-9.0%,0.0%,-0.1%[57.1 µM],7.7%,-8.5%,0.3%,17.1%[57.1 µM]
CCN1C(=O)C(=O)N(CC(=O)Nc2cccc(C(F)(F)F)c2)C1=O,?,-17.6%,-26.3%,/,6.3%,8.6%,-5.3%,-4.0%,-46.9%
CCc1ccc(-c2nc3c(c(SCc4ccccc4)n2)Cc2c(CO)cnc(C)c2O3)cc1,-3.4%,14.3%,13.0%,0.3%,-6.9%,0.6%,-8.2%,2.1%,4.8%
CCOc1ccccc1CN(Cc1ccco1)S(=O)(=O)c1ccc(-n2cnnn2)c(OC)c1,11.0%,14.0%,-2.8%,-1.2%,8.3%[57.1 µM],-3.3%,-26.2%,-20.7%,16.7%[57.1 µM]
O=C(NCc1ccco1)c1cnn2c(C(F)(F)F)cc(-c3cccs3)nc12,-27.3%,-20.5%,3.7%,4.6%,-8.0%,7.8%,-3.5%,-8.0%,-43.5%
Cc1ccccc1N(CC(=O)NC1CCCCC1)C(=O)c1csnn1,-11.3%,-2.6%,20.0%,0.1%,-3.9%,13.0%,-11.6%,7.7%,1.7%
CCN(C(=O)C1CCCO1)c1ccccc1 (stereo not given),?,9.9%,-0.5%,-1.5%,5.8%,9.5%,-2.9%,-2.4%,9.0%
O=C(CN1C(=O)c2cccc3cccc1c23)NCC1CCCO1 (stereo not given),-4.2%,11.8%,11.8%,2.9%,15.2%,7.6%,-11.7%,-2.8%,6.6%[57.1 µM]
CCOC(=O)N1CCN(CC(O)c2ccc3c(c2)CCN3)CC1 (stereo not given),9.3%,33.5%,-0.5%,1.5%,16.6%[57.1 µM],-6.1%,3.1%,-2.9%,-12.7%
CCOc1cc(C(=O)NCCc2ccc(S(N)(=O)=O)cc2)cc(OCC)c1OCC,0.4%,-57.0%[56.9 µM],3.4%,0.2%,1.4%,-2.3%,-20.3%,0.1%,22.0%
Cc1ccc2nc(-c3ccc(NC(=O)C4CCCO4)cc3)[nH]c2c1 (stereo not given),-5.6%,-20.4%,8.0%,0.1%,24.8%,-0.9%,-15.9%,-1.2%,11.0%
CC1CN(C(=O)c2scc3c2OCCO3)CC(C)O1 (stereo not given),44.4%[activator],7.0%,2.7%,-0.2%,7.1%,4.5%,-14.6%,0.7%,-5.6%
COc1cc(N)c2ncccc2c1Cl,4.0%,-3.5%,27.1%,/,4.1%[57.1 µM],-8.3%,?,-5.9%,9.4%[57.1 µM]
O=C(c1ccc(F)cc1)c1c[nH]c(C(=O)NCc2cccnc2)c1,0.0%,9.0%,9.9%,0.0%,-7.4%,-1.3%,-20.8%,5.7%,-10.5%
CCC1(c2ccccc2)NC(=O)N(CC(=O)NNC(=O)CCN2CCN(c3ccccc3)CC2)C1=O (stereo not given),-11.3%,19.1%,11.8%,0.3%,-9.8%,-14.5%,-9.6%,-0.1%,-3.5%
C[C@H](CO)N1C[C@H](C)[C@H](CN(C)C(=O)Cc2ccccc2)OCc2cnnn2CCCC1=O,-3.7%,/,10.9%,/,/,6.7%,-29.8%,-0.2%,/
O=C(CCCOc1ccccc1)Nc1cccc(C(=O)O)c1,12.5%,6.7%,-5.8%,-1.6%,-2.1%,3.1%,-11.2%,-1.3%,-1.7%

# Bioassay records (PubChem BioAssay)
